High-throughput results (PubChem)
PP1 inh: blocks human PP1-alpha phosphatase, a PP5 counter-screen. purified PP1alpha, OMFP fluorescence. inhibition, % at 6.7 µM. hit rate 0.9% among 320,000. AID 2235;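 active = inhibition above the mean inhibition of all tested compounds plus 3 SD, computed separately for each screening campaign, cut at about 15% in these data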
Fh CTSL1 inh: cathepsin L1 inhibition, PFM18AAP counter-screen; inhibition, % at 5.96 µM; recombinant F. hepatica cathepsin L1, Z-Leu-Arg-MCA fluorescence; hit rate 0.49% among 300,000;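 active = inhibition above the mean of all tested compounds plus 3 SD, set per screening campaign, cut at about 17% in these data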;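 also: 0% = plate median of test compound wells and 100% = 1 µM Z-Phe-Ala-diazomethylketone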
PP5 inh: blocks human protein phosphatase 5 activity. purified PP5c, OMFP substrate fluorescence. inhibition, % at 6.7 µM. hit rate 0.18% among 320,000. P53041;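 active = inhibition above the campaign's mean inhibition across all tested compounds plus 3 SD, cut at about 9.5% in these data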;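 also: 0% = DMSO only and 100% = 100 µM cantharidin control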
proCasp7 act: counter-screen for procaspase-3 activators: activators of human procaspase-7; P55210; hit rate 0.093% among 330,000; activation, % at 8.5 µM; recombinant procaspase-7, Ac-DEVD-pNA absorbance 405 nm; D23A/D198A/D206A triple mutant, cannot self-cleave; scale: DMSO 0, 5 µM enzyme 100;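 active = percent activation above the screen-wide mean plus 3 SD, cut at about 25% in these data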
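System: Uncleavable procaspase-7 mutant enzyme; Amount: 2 µM procaspase-7 mutant as dispensed; Schedule: 1 h compound preincubation, 2 h substrate cleavage, 25 °C; Measured by: 405 nm absorbance of p-nitroaniline; Evaluation: percent activation from buffer-corrected 0–120 min absorbance change; Control set: low DMSO alone, high DMSO plus 5 µM PC-7.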
core dimer inh: blocks dimerization of HCV core protein; TR-FRET GST/Flag-core106 dimerization, 1536-well; inhibition, % at 5 µM; hit rate 0.33% among 300,000; AID 1899;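 active = inhibition above the mean of all tested compounds plus 3 SD, set per screening campaign, cut at about 45% in these data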
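System: GST/Flag-tagged HCV core106 proteins. Incubation: compound-protein-antibody incubation 4 h at 22.5 °C. Technique: HTRF with 340 nm excitation, 617/671 nm emission. Medium: KF-containing HEPES buffer, pH 7.45, DTT, CHAPS, BSA. Read-out: inhibition (%) from 671 over 617 nm ratio. Also added: Eu(K)-anti-GST 90 ng/mL plus XL665-anti-Flag 1 µg/mL.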
GRK2 inh: human GRK2 inhibition via aptamer displacement. P25098. bead flow cytometry, FAM-aptamer displacement from GRK2. inhibition of aptamer binding, % at 10 µM. hit rate 0.59% among 330,000. AID 488847;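 active = inhibition of aptamer binding above 40%, roughly 3 SD of noise, on plates passing a quality check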;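 also: median bead fluorescence of bound FAM aptamer so fluorescent compounds give negative values; no value below 0 was filed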
Target sequence (P25098 whole entry, looked up): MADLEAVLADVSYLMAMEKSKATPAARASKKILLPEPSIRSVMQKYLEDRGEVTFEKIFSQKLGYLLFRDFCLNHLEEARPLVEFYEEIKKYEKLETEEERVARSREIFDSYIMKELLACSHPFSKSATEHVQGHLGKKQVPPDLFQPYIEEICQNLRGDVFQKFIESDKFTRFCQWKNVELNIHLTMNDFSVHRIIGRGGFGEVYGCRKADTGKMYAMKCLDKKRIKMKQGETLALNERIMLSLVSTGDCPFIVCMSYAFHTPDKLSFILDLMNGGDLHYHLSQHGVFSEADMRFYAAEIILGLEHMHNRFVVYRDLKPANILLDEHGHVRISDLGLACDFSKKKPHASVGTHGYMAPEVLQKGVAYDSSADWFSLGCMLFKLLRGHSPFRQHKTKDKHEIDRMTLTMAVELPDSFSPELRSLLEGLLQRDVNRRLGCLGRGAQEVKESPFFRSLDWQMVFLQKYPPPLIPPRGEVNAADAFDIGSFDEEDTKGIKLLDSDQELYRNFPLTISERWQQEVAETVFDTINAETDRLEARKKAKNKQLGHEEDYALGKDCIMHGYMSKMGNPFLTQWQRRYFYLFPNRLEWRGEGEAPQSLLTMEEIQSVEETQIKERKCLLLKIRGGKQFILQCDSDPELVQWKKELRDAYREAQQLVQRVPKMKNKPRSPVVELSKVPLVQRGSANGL
JMJD2C inh: blocks human GASC-1 demethylase activity; inhibition, % at 2.35 µM; hit rate 0.069% among 330,000; AID 2099; Q9H3R0; GST-JMJD2C(1-420) H3K9me3 demethylation, DELFIA europium;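 active = more than half of a compound's replicate wells show inhibition beyond 50%, single wells judged on their own value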;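 also: signal counts dimethyl H3K9 product captured on neutravidin plate; 0% = median of DMSO wells and 100% = 0.3 times that DMSO median; strong numbers were not always called active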
VLA-4 inh: inhibition in a human VLA-4 binding assay; P13612; VLA-4 expressing cells, ligand binding flow cytometry; inhibition, % (about 7 µM as worked out from the volumes in the protocol); hit rate 0.2% among 330,000; in the data active = inhibition above about 50%
procasp3 activ: procaspase-3 (human) activation; P42574; recombinant procaspase-3 D3A, Ac-DEVD-pNA absorbance 405 nm; activation, % at 8.5 µM; hit rate 0.11% among 330,000;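 active = activation above the mean of all tested compounds plus 3 SD, cut at about 21% in these data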;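 also: 0% = DMSO alone and 100% = DMSO wells spiked with extra 5 µM PC-3 D3A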
Target sequence (P42574 whole entry D9A/D28A/D175A): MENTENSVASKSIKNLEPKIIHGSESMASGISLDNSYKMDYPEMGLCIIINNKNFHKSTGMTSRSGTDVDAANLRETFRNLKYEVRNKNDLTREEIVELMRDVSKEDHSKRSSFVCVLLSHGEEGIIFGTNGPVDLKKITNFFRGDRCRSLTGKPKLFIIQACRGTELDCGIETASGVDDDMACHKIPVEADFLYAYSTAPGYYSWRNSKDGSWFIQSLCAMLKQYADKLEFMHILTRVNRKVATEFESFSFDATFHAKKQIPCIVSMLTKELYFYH
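Compound: 8.5 µM single point, 0.8% DMSO / Material: Autoprocessing-dead procaspase-3 D3A mutant enzyme / Timing: 1 h preincubation plus 2 h reaction at 25 °C / Medium: Zinc-free HEPES/NaCl buffer with 0.01% Triton X-100 at pH 7.4 / Technique: 405 nm absorbance of p-nitroaniline, reads at 0 and 120 min / Repeats: one well per compound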
Numbers without * were called inactive.

For CC(=O)c1ccc(NC(=O)Cn2cnc(S(=O)(=O)N3CCOCC3)c2)cc1 the results were PP1 inh -2, Fh CTSL1 inh -1, PP5 inh 2.8, proCasp7 act 3, core dimer inh -25, GRK2 inh 0, JMJD2C inh 4, VLA-4 inh -19 and procasp3 activ 6.
Screening COC(=O)c1ccc(NC(=S)Nc2ccccn2)cc1 returned PP1 inh -2, Fh CTSL1 inh 8, PP5 inh 1.0, proCasp7 act 9, core dimer inh 4, GRK2 inh 0, JMJD2C inh -6, VLA-4 inh -14 and procasp3 activ -6.
For CCC(=O)Nc1nnc(Cc2ccccc2)s1 the results were PP1 inh 1, Fh CTSL1 inh 2, PP5 inh 0.1, proCasp7 act 2, core dimer inh 0, GRK2 inh 2, JMJD2C inh -28, VLA-4 inh 14 and procasp3 activ 9.
`COc1ccc(C(=O)c2cnc3cc4c(cc3c2C)OCO4)cc1` gave PP1 inh 6, Fh CTSL1 inh -4, PP5 inh 3.9, proCasp7 act 2, core dimer inh 4, GRK2 inh 0, JMJD2C inh -10, VLA-4 inh 11 and procasp3 activ 9.
COC(=O)c1c(N2C(=O)CC(Sc3ncccc3C(=O)O)C2=O)sc(C)c1C (stereo not given) was read as PP1 inh 1, Fh CTSL1 inh 0, PP5 inh -0.1, proCasp7 act 6, core dimer inh 2, GRK2 inh 1, JMJD2C inh 6, VLA-4 inh 1 and procasp3 activ -7.
For COC(=O)c1ccc(CSc2nc3sc(C)c(C)c3c(=O)[nH]2)cc1 the results were PP1 inh -3, Fh CTSL1 inh -2, PP5 inh -2.3, proCasp7 act 11, core dimer inh 2, GRK2 inh 3, JMJD2C inh 3, VLA-4 inh 13 and procasp3 activ 6.
For NS(=O)(=O)c1ccc2nc(-c3ccccc3)c(-c3ccccc3)nc2c1 the results were PP1 inh 6, Fh CTSL1 inh 0, PP5 inh 3.4, proCasp7 act 12, core dimer inh 5, GRK2 inh 0, JMJD2C inh -1, VLA-4 inh 1 and procasp3 activ -1.
`Cc1cccc(CC(=O)OCn2nnc3ccccc3c2=O)c1` gave PP1 inh -4, Fh CTSL1 inh -14, PP5 inh 1.1, proCasp7 act -1, core dimer inh 10, GRK2 inh 1, JMJD2C inh 6, VLA-4 inh 2 and procasp3 activ 8.
Screening O=S(=O)(Nc1ccc(O)c2ccccc12)c1cccs1 returned PP1 inh -3, Fh CTSL1 inh -6, PP5 inh 3.2, proCasp7 act -31, core dimer inh 5, GRK2 inh 1, JMJD2C inh -7, VLA-4 inh 7 and procasp3 activ -13.
Screening O=C(NCCc1ccccc1)c1ccc2[nH]c(=O)c(=O)[nH]c2c1 returned PP1 inh -2, Fh CTSL1 inh 0, PP5 inh 2.3, proCasp7 act 6, core dimer inh 1, GRK2 inh 3, JMJD2C inh -29, VLA-4 inh 1 and procasp3 activ 8.
OC(COc1ccc(F)cc1)CN1CCN(CC(O)COc2ccc(F)cc2)CC1 (stereo not given) was read as PP1 inh 2, Fh CTSL1 inh 7, PP5 inh 1.1, proCasp7 act -1, core dimer inh -9, GRK2 inh 0, JMJD2C inh 6, VLA-4 inh -10 and procasp3 activ 3.
For O=C(c1ccc(S(=O)(=O)NCc2ccco2)cc1)N1CCN(c2ccc(F)cc2)CC1 the results were PP1 inh -1, PP5 inh 2.3, proCasp7 act -7, GRK2 inh 0, JMJD2C inh -3, VLA-4 inh 19 and procasp3 activ 2.
CCOC(=O)CSc1nc(COc2ccccc2)nc2ccccc12 was read as PP1 inh 8, Fh CTSL1 inh 9, PP5 inh 7.4, proCasp7 act -12, core dimer inh -8, GRK2 inh 0, JMJD2C inh -7, VLA-4 inh -32 and procasp3 activ -1.
`CCOC(=O)c1c(NC(=O)CN2CCCc3ccccc32)sc(C)c1C` gave PP1 inh 5, Fh CTSL1 inh 3, PP5 inh 1.5, proCasp7 act 6, core dimer inh 5, GRK2 inh 1, JMJD2C inh 4, VLA-4 inh 22 and procasp3 activ 6.
For CCN(CC)S(=O)(=O)c1ccc(-c2nnc(SCC(N)=O)n2CC)cc1 the results were PP1 inh -2, Fh CTSL1 inh 3, PP5 inh -0.7, proCasp7 act -5, core dimer inh 0, GRK2 inh 0, JMJD2C inh -5, VLA-4 inh -140 and procasp3 activ 1.
Screening Cc1sc2nc(SCC(=O)NCc3ccco3)n(Cc3ccccc3)c(=O)c2c1C returned PP1 inh 10, Fh CTSL1 inh 6, PP5 inh -4.3, proCasp7 act -21, core dimer inh 5, GRK2 inh 2, JMJD2C inh -16, VLA-4 inh -6 and procasp3 activ -10.
Cc1ccc(CNC(=O)Cn2cncn2)cc1 was read as PP1 inh 2, Fh CTSL1 inh -1, PP5 inh 2.3, proCasp7 act 11, core dimer inh 0, GRK2 inh 2, JMJD2C inh -12, VLA-4 inh 36 and procasp3 activ -2.
For O=C(CNC(=O)c1cccs1)NCC(=O)OCC(=O)c1ccccc1 the results were PP1 inh -2, Fh CTSL1 inh -11, PP5 inh 2.7, proCasp7 act -2, core dimer inh -2, GRK2 inh 0, JMJD2C inh -4, VLA-4 inh 23 and procasp3 activ -9.
`O=C(COc1ccccc1[N+](=O)[O-])N/N=C/c1ccc(OC(=O)c2ccco2)cc1` gave PP1 inh 3, Fh CTSL1 inh 4, PP5 inh 0.7, proCasp7 act 0, core dimer inh 6, GRK2 inh 2, JMJD2C inh -4, VLA-4 inh -6 and procasp3 activ 0.
CS(=O)(=O)N(Cc1ccccc1)c1ccccn1 was read as PP1 inh -3, Fh CTSL1 inh -2, PP5 inh -1.0, proCasp7 act -7, core dimer inh 2, GRK2 inh 1, JMJD2C inh 17, VLA-4 inh 7 and procasp3 activ 1.
COC(=O)Oc1ccc(/C=N/NC(=O)CSCc2ccc(Cl)cc2)cc1OC was read as PP1 inh -4, Fh CTSL1 inh -2, PP5 inh 5.6, proCasp7 act -13, core dimer inh 0, GRK2 inh 0, JMJD2C inh -5, VLA-4 inh 0 and procasp3 activ 12.
For Cc1nc(C(F)(F)F)ccc1C(=O)N1CCCCC1 the results were PP1 inh -2, Fh CTSL1 inh 3, PP5 inh -4.2, proCasp7 act 1, core dimer inh -1, GRK2 inh 0, JMJD2C inh -8, VLA-4 inh -7 and procasp3 activ -1.
Screening O=C(c1ccco1)N1CCN(CCOCCOc2cccc3ccccc23)CC1 returned PP1 inh 2, Fh CTSL1 inh -2, PP5 inh 2.9, proCasp7 act -4, core dimer inh 0, GRK2 inh 0, JMJD2C inh 0, VLA-4 inh 18 and procasp3 activ -9.
For COCCCNCCCCOc1cccc(Br)c1 the results were PP1 inh -2, Fh CTSL1 inh -2, PP5 inh -1.1, proCasp7 act 6, core dimer inh -1, GRK2 inh 3, JMJD2C inh 9, VLA-4 inh 1 and procasp3 activ 4.
For CCOc1ccc(N(C(C)=O)c2nc(C)cc(C)c2C#N)cc1 the results were PP1 inh 4, Fh CTSL1 inh 1, PP5 inh 0.2, proCasp7 act -8, core dimer inh -9, GRK2 inh 1, JMJD2C inh -12, VLA-4 inh 13 and procasp3 activ -9.
O=C(CSc1nnc(-c2ccco2)n1Cc1ccccc1)c1ccccc1 was read as PP1 inh 3, Fh CTSL1 inh -4, PP5 inh 4.4, proCasp7 act 10, core dimer inh 19, GRK2 inh 1, JMJD2C inh 2, VLA-4 inh 20 and procasp3 activ -3.
Screening Cc1ccc(C(=O)COC(=O)CN2C(=O)C3C4C=CC(C4)C3C2=O)cc1[N+](=O)[O-] (stereo not given) returned PP1 inh 1, Fh CTSL1 inh -3, PP5 inh 2.6, proCasp7 act -4, core dimer inh -12, GRK2 inh 1, JMJD2C inh 4, VLA-4 inh 3 and procasp3 activ 0.
For CC(=O)Nc1ccc(S(=O)(=O)NCC(=O)NCCc2ccc(S(N)(=O)=O)cc2)cc1 the results were PP1 inh 3, Fh CTSL1 inh 4, PP5 inh 1.0, proCasp7 act 0, core dimer inh -8, GRK2 inh 1, JMJD2C inh -3, VLA-4 inh -13 and procasp3 activ 1.
`CCOC(=O)c1c(CSC(=N)N)n(-c2ccccc2)c2cc(Br)c(OC(C)=O)cc12` gave PP1 inh 4, Fh CTSL1 inh 0, PP5 inh -1.3, proCasp7 act 8, core dimer inh 0, GRK2 inh 0, JMJD2C inh 6, VLA-4 inh -8 and procasp3 activ -1.
COc1ccc(OC)c(/C=C/C(=O)OCC(=O)Nc2cccc(C(C)=O)c2)c1 was read as PP1 inh 1, Fh CTSL1 inh -9, PP5 inh 4.0, proCasp7 act 5, core dimer inh 0, GRK2 inh 0, JMJD2C inh inactive, VLA-4 inh -1 and procasp3 activ -4.
COc1ccc(NC(=O)C2Cc3ccccc3CN2C(=O)c2ccco2)cc1 (stereo not given) was read as PP1 inh 0, Fh CTSL1 inh 1, PP5 inh 1.6, proCasp7 act -5, core dimer inh 3, GRK2 inh 1, JMJD2C inh -12, VLA-4 inh 7 and procasp3 activ 5.
For O=C1CCCC2=C1C(c1ccc3c(c1)OCO3)c1c([nH]n(-c3ccccc3)c1=O)N2 (stereo not given) the results were PP1 inh 1, Fh CTSL1 inh 1, PP5 inh 3.1, proCasp7 act 2, core dimer inh -8, GRK2 inh 2, JMJD2C inh -4, VLA-4 inh 8 and procasp3 activ -10.
For CC(C)(C)OC(=O)N1CCC(NC(=O)c2ncn(Cc3ccccc3)c2C(=O)NC2CCN(C(=O)OC(C)(C)C)CC2)CC1 the results were PP1 inh 0, PP5 inh 4.7, proCasp7 act 12, GRK2 inh 4, JMJD2C inh -5, VLA-4 inh 0 and procasp3 activ 6.
Screening C=CCOC(=O)C1CC=CCC1C(=O)Oc1ccc(F)cc1F (stereo not given) returned PP1 inh 2, Fh CTSL1 inh 1, PP5 inh -0.2, proCasp7 act 9, core dimer inh 2, GRK2 inh 0, JMJD2C inh 8, VLA-4 inh -22 and procasp3 activ 2.
COc1cccc(N2CCN(C(=S)Nc3ccccc3)CC2)c1 was read as PP1 inh -1, Fh CTSL1 inh 3, PP5 inh 2.5, proCasp7 act 4, core dimer inh -10, GRK2 inh 0, JMJD2C inh 5, VLA-4 inh -2 and procasp3 activ 5.
`O=C1/C(=C\c2ccc3ccccc3c2)CCCc2ccccc21` gave PP1 inh -6, Fh CTSL1 inh -5, PP5 inh -0.2, proCasp7 act -4, core dimer inh -2, GRK2 inh 0, JMJD2C inh -2, VLA-4 inh 8 and procasp3 activ 0.
